Growth percent in the NCI-60 one-dose screen (48 h, 10 µM unless noted): 100 = growth as untreated, 0 = no growth, -100 = all killed.
SN12C = SN12C renal cancer cells. 81,000 compounds, 3.8% hits
UO-31 = UO-31 renal cancer. 81,000 compounds, 5.2% hits. AID 1794768
CAKI-1 = CAKI-1 renal cancer. 75,000 compounds, 4.7% hits
RXF 393 = RXF 393 renal cancer cells | 77,000 compounds, 6.9% hits | AID 1794773
TK-10 = TK-10 renal cancer cells. 81,000 compounds, 3.9% hits. AID 1794769
A498 = A498 renal cancer cells; 76,000 compounds, 5.4% hits; AID 1794774
ACHN = ACHN renal cancer. 81,000 compounds, 4.9% hits. AID 1794771
786-0 = 786-0 renal cancer cells | 81,000 compounds, 5.1% hits
PC-3 = PC-3 prostate cancer cells; 80,000 compounds, 3.9% hits; AID 1794754
Active calls of the source: *; nt = not tested or not shown; & = joins results of further samples; [ ] = another dose, or the depositor's remark. How the source made its calls: active means growth percent below 10; inactive means the rest.

Molecule	SN12C	UO-31	CAKI-1	RXF 393	TK-10	A498	ACHN	786-0	PC-3
CN(C)S(=O)(=O)c1c([N+](=O)[O-])ncn1C	97	81	nt	109	103	115	91	104	99
Cc1ccc2sc3c(c2c1)Oc1nc[nH]c(=O)c1C3c1cccc(F)c1 (configuration not stated)	89	66	83	109	154	129	97	102	86
Oc1ccc(/C=N/Nc2nc(N/N=C/c3ccc(O)c(O)c3)nc(N3CCOCC3)n2)cc1O	100	85	99	120	110	97	101	104	106
COc1ccc(Nc2nc3ccc(NS(=O)(=O)c4ccc(C)cc4)cc3[nH]c2=O)cc1	98	84	89	107	116	95	104	101	99
O=C(NN=C1CCCC1)c1ccc([N+](=O)[O-])cc1	93	86	106	114	105	92	101	106	98
CC(C)N(C(=S)S)C(C)C	104&104	91&94	114&109	106&104	105&122	85&103	99&103	103&103	99&95
COc1ccc(Nc2nc(C3CC3)cs2)cc1	103	95	94	nt	89	82	110	96	99
CNc1ncnc2nc[nH]c12	104	108	98	112	109	98	108	nt	102
OB(O)c1ccsc1-c1nc2ccc3[nH]ncc3c2c2c1CCCC2	56	38	14	19	49	-2.7*	23	49	69
CC(Nc1nc2sc3c(c2c(=O)[nH]1)CCCC3)c1nnnn1-c1ccc(Br)cc1 (configuration not stated)	75	70	85	97	94	90	90	86	74
Cc1c(Cl)cccc1NC(=O)c1sc2nc3c(cc2c1N)C(=O)CCC3	31	33	24	-16*	74	-19*	39	38	21
O=C(Nc1ccc(Cl)cc1)C(Cl)Cl	96	62	71	103	73	78	58	91	84
CCN(CC)CCOc1cc(C)ccc1C	92	92	110	110	113	97	107	102	96
CCOC(=O)C1=C(CSc2nnnn2-c2ccccc2)N(C)C(=O)NC1c1ccccc1 (configuration not stated)	100	79	86	103	114	101	97	96	100
CNC(=O)c1cc(-c2ccc(NC(=O)Nc3ccc(F)c(C(F)(F)F)c3)cc2)nc2cccnc12	93[6.25 µM]	77[6.25 µM]	83[6.25 µM]	54[6.25 µM]	95[6.25 µM]	90[6.25 µM]	96[6.25 µM]	75[6.25 µM]	102[6.25 µM]
CN(C)c1ccc(/C=N/Nc2ncc(C(N)=O)c(N)n2)cc1	96	73	nt	83	73	85	94	94	91
Cc1nc(-c2cccc(-c3nc4ccccc4n3Cc3ccc(Cl)cc3)c2)no1	98	76	84	101	103	83	92	104	74
C=CCn1c(SCC(=O)Nc2ccc(Cl)cc2)nnc1-c1ccc(Cl)cc1	93	83	89	115	90	91	96	97	96
C=CCn1cc(/C=C/C(=O)c2cc3ccccc3oc2=O)c2ccccc21	101	66	84	116	128	178	108	107	98
C=C(C)[C@@H]1CCC=C2CC[C@]3(C)[C@H](CC[C@@H]4[C@@]5(C)Cc6c(n(CC#CCN7CCN(C)CC7)c7ccccc67)C(C)(C)[C@@H]5CC[C@]43C)[C@H]21	100	82	82	115	120	79	106	110	91

Next part.
Molecule	SN12C	UO-31	CAKI-1	RXF 393	TK-10	A498	ACHN	786-0	PC-3
Cc1ccc2c(c1)c1nc3cc(C)c(C)cc3nc1n2CCN(C)C	14	-10*	2.4*	16	28	36	-0.7*	26	25
COC1=C(NCc2ccccc2)C(=O)C(OC)=C(NCc2ccccc2)C1=O	84	82	96	129	95	97	98	107	95
CCCCC[C@H]1C/C=C2/C(=O)C(Cl)=C[C@@H]2C/C=C\CCCC(=O)O1	-27*	-100*	nt	-91*	-57*	-76*	-84*	-73*	-47*
CCCCC(CC)C(C#CC(C(CC)CCCC)N(C)C)N(C)C (configuration not stated)	101	78	103	100	87	104	99	103	nt
Cc1ccc2c(c1)c(=O)n(-c1ccccc1)c1nncn21	93	nt	nt	112	85	nt	103	99	101
Cc1cc(C)c2ccc(NC(=O)c3cccs3)nc2n1	101	62	85	nt	125	114	99	107	101
COC(OC)c1cc(C)nc(NS(=O)(=O)c2ccc(N)cc2)n1	99	88	nt	nt	92	107	107	99	92
CC(C)[C@@H]1NC(=O)Nc2nc3ccccn3c2C1=O	100	83	95	100	97	85	109	95	99
Cn1c(N2CCN(C(=O)c3ccc(Cl)cc3)CC2)nc(-c2ccccc2)cc1=O	90	60	96	99	112	65	84	84	76
CC(=O)c1ccc2c(c1)c1ccccc1n2C	92	61	73	95	108	-85*	110	97	89
CN(C)C(=O)OCC1COc2ccccc2O1 (configuration not stated)	91	106	98	94	108	nt	96	77	nt
COc1nc2c(cc1S(=O)(=O)c1ccccc1)CCc1c-2cnn1Cc1ccccc1	nt	39	nt	39	61	18	72	52	38
C=CCC(O)c1ccc(C(C)C)cc1 (configuration not stated)	106	90	99	nt	110	92	99	97	100
COc1ccncc1C(=O)Nc1ccc(-n2cnc3ccccc32)cc1	103	97	nt	100	77	86	94	93	94
CCCCCCCCC(=O)OCCCC1CCCO1 (configuration not stated)	100	95	96	108	105	90	98	100	91
O=C(O)CN(Cc1ccccc1)Cc1ccccc1	94	79	99	103	96	79	100	104	82
COc1cc(C2CC(=O)Nc3c(-c4ccc(Cl)cc4)nsc32)c(OC)c2c1OCO2 (configuration not stated)	104	94	75	84	88	96	98	85	78
C(=N\Nc1ncc(-c2cc3cc4c(cc3o2)OCO4)s1)/c1ccco1	39	-43*	9.1*	17	51	71	11	1.8*	34
CCc1cc(-c2cc(CC)nc(N)n2)nc(N)n1	100	nt	95	112	96	101	104	98	98
CC1=C(C)C(=O)C(C(CCCCCC(=O)O)c2ccccc2)=C(C)C1=O (configuration not stated)	102	80	98	116	111	96	94	103	92

The final four entries of the part above are carried over, then new ones follow.
Molecule	SN12C	UO-31	CAKI-1	RXF 393	TK-10	A498	ACHN	786-0	PC-3
COc1cc(C2CC(=O)Nc3c(-c4ccc(Cl)cc4)nsc32)c(OC)c2c1OCO2 (configuration not stated)	104	94	75	84	88	96	98	85	78
C(=N\Nc1ncc(-c2cc3cc4c(cc3o2)OCO4)s1)/c1ccco1	39	-43*	9.1*	17	51	71	11	1.8*	34
CCc1cc(-c2cc(CC)nc(N)n2)nc(N)n1	100	nt	95	112	96	101	104	98	98
CC1=C(C)C(=O)C(C(CCCCCC(=O)O)c2ccccc2)=C(C)C1=O (configuration not stated)	102	80	98	116	111	96	94	103	92
COc1ccccc1NS(=O)(=O)c1ccc(C)cc1	103	97	84	98	98	98	107	97	92
COC1OC2COC(c3ccccc3)OC2C(O)C1NC(=O)c1ccccc1 (configuration not stated)	117	95	98	79	103	93	104	102	97
NS(=O)(=O)c1ccc(CN=CC2=CNC3C=CC=CC23)cc1 (configuration not stated)	100	70	86	104	102	95	97	103	85
CC1CCCC(C)C1O (configuration not stated)	99	nt	108	121	107	113	106	nt	93
CC(=O)Nc1cc(Cl)c(Nc2cc(S(=O)(=O)O)c(N)c3c2C(=O)c2ccccc2C3=O)c(Cl)c1	83	92	nt	102	127	119	100	112	99
COc1ccc2oc(=O)cc(/C=C3/C(=O)N(c4ccccc4)N=C3C)c2c1	102	84	nt	91	89	101	96	96	94
O=C(CBr)OCc1ccc([N+](=O)[O-])o1	99	nt	54	95	101	117	90	nt	76
COc1ccc(N2C(=O)c3ccccc3[C@@H](C(=O)O)[C@H]2c2ccccc2)cc1	93	91	95	90	105	86	99	101	94
COC1=C(OC)C(=O)C(SC/C=C(\C)CCCC(C)CCCC(C)CCCC(C)C)=CC1=O (configuration not stated)	15	-4.0*	102	-0.2*	56	17	21	66	11
Cc1cc(C(=O)Nc2sc3c(c2C(N)=O)CCC(=O)C3)ccc1OCCN1CCCCC1	93	95	98	112	148	120	91	111	89
CC(=O)Nc1n[nH]c(=S)s1	84	44	100	87	123	88	92	156	81
CCCCCC[C@@H](O)C/C=C\CCCCCCCC(=O)O	98	95	97	nt	94	155	98	102	108
CCN(CC)CCCC(C)Nc1ccnc2cc(C(F)(F)F)ccc12 (configuration not stated)	97	89	97	nt	118	77	99	99	94
O=C1/C(=C/c2ccc3c(c2)OCO3)COc2ccc(-c3ccccc3)cc21	88	79	89	95	98	102	110	96	96
Cc1n[nH]c(=O)n(/N=C\c2c[nH]c3ccccc23)c1=O	100	61	98	96	100	103	99	123	98
COc1ccc(NC(=O)CSc2oc(-c3ccccc3)nc2S(=O)(=O)c2ccc(Br)cc2)c(OC)c1	92	84	96	70	98	60	82	87	61
C=C1CC2(OC1=O)C(=O)Nc1ccccc12 (configuration not stated)	41	20	31	-13*	22	73	7.8*	76	74
Cc1nc(/N=C(/N)N(C)C)[nH]c(=O)c1C	124	104	83	112	102	124	nt	68	98
CS(=O)c1nc2ncc([N+](=O)[O-])c(=O)n2[nH]1 (configuration not stated)	97	92	91	98	106	61	99	100	97
NS(=O)(=O)c1ccc(NC(=O)/C(=C\c2ccc(Cl)cc2Cl)NC(=O)c2ccccc2)cc1	95	76	89	96	104	95	98	104	89

Other entries follow.
structure	SN12C	UO-31	CAKI-1	RXF 393	TK-10	A498	ACHN	786-0	PC-3
Cc1cccc(Cl)c1NC(=O)N(C)c1ccccc1	96	101	92	111	116	121	99	102	92
C=C1CCC2C3(C)COC(c4ccco4)OC3CCC2(C)C1C/C=C1/C(=O)OCC1O (configuration not stated)	85	92	108	108	125	120	99	99	85
COc1ccc(-c2nc3ccc(-c4nnc(SCC(=O)Nc5ccc(Cl)cc5)o4)cc3[nH]2)cc1OC	91	75	56	nt	109	84	49	69	67
CCNC(=O)c1[nH]cc(-c2ccc(OC)cc2)c1-c1cc(OC)c2c(c1OC)OCO2	92	69	68	85	114	106	86	97	94
Cc1nc(SCC(=O)Nc2nccs2)n(Nc2ccc(Cl)cc2)c1C	96	86	101	91	121	102	105	112	104
O=C(CCn1cc[n+](CC(=O)c2ccccc2)c1)Nc1cccc2cccnc12	102	92	97	105	116	92	100	102	95
O=C1/C(=C\c2cccn2C(=O)c2ccc(Cl)cc2)c2ccccc2N1c1c(Cl)cccc1Cl	nt	80	96	124	95	115	91	105	91
COc1ccc(C2C=C(C(=O)O)Nc3nc(SC)n(C)c(=O)c32)cc1 (configuration not stated)	96	85	87	121	116	86	105	103	103
Nc1ccccc1C1=NC(c2ccccc2)(c2ccccc2)c2ccccc2N1	93	83	79	93	104	nt	89	94	85
CCCCCCc1cc(O)cc(O)c1	87	54	93	84	99	97	72	88	63
Cc1[nH]n(C(=S)Nc2nc3cc(Cl)c(F)cc3s2)c(=O)c1N=Nc1ccc(F)c(Cl)c1	100	93	nt	nt	129	66	104	nt	98
Cc1cc2nc3ccc(O)cc3nc2cc1N	98	61	92	112	111	104	97	110	79
